Compound activity deposited in PubChem BioAssay by National Center for Advancing Translational Sciences (NCATS).
ASM inhibitor – human S-ASM enzyme inhibition | P17405 | placental ASM, HMU-PC fluorogenic substrate, 60 min | Potency, µM (series often up to 57.5 µM), without a hit: at the top dose activity change, negative = inhibition, most hits filed as inhibitors | 340,000 tested, 0.006% active | AID 504937; also: potency is read from the fitted curve at half-maximal effect
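Fluorogenic HMU-PC substrate (9 uM final) is turned over by placental ASM in 60 min at 37 C after a 10 min compound preincubation. Reaction ended by alkaline stop (pH 10), with fluorescence read at 386/447 nm.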
TCR activator – T cell receptor activation; primary human leukocytes, anti-CD3, IL-2 HTRF, 48 h; Potency, µM (highest dose often 9.22 µM), for the others: top-dose activation of IL-2 secretion, hits mostly activators; 330,000 tested, under 10 active; AID 504894; also: % of control where 0% means no effect
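Human primary leukocytes + a-CD3 beads + cpd, 48 hr; IL-2 in supernatant by HTRF (ex 320nm / em 665nm). No co-stimulatory signal supplied.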
Integrin act MD – activates integrin-mediated alleviation for muscular dystrophy | Potency, µM (highest dose often 38.3 µM), for the others: top-dose activation, usual class: activators | 350,000 tested, 0.064% active | AID 624291 | alpha7betagal myoblasts, beta-gal FDG fluorescence, 48 h;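 also: potency is read from the fitted curve at half-maximal effect; 100% = response of the positive control SU9516; nearly all actives have a fitted effect of over 60% in size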
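alpha7betagal+/- myoblasts (passage 13, 250/well) treated 48 h at 37C with compounds at 1:260 dilution of DMSO stock. Lysed, then beta-galactosidase activity read as FDG fluorescence (ex 480/em 540) after 30 min, with pre-read for autofluorescence.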
Mito fusion yeast – mitochondrial division inhibition or fusion activation; S. cerevisiae fusion-defective mutant growth rescue, CellTiterGlo 48 h; Potency, µM (titrated, usually from 46.1 µM), inactives show at the highest dose growth rescue (activation), usual class: activators; 320,000 tested, 0.23% active; AID 485298;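 also: potency is read from the fitted curve at half-maximal effect; % of control where 0% means no effect; nearly all actives have a fitted effect of over 45% in size; temperature-sensitive fusion mutants such as fzo1-1 at 37 °C on non-fermentable ethanol glycerol medium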
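Luminescent cell viability in 1536-well qHTS format served as the measure of rescued growth in ts fusion-mutant S. cerevisiae cultured on non-fermentable YPEG for 48 hours at 37C.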
MBNL1 CUG block – inhibitors of human MBNL1 binding to CUG repeat RNA. Q9NR56. TR-FRET MBNL1-His/biotin-(CUG)12 binding, 665/545 ratio. Potency, µM (top dose mostly 57.5 µM), inactives show at the top dose activity change, negative = inhibition, hits mostly inhibitors. 280,000 tested, 0.036% active. AID 2675; active = well fitted inhibition curve with a large enough effect in the signal ratio, with a control signal flat, not every such curve was filed as active; inconclusive = small, poorly fitted or top-dose-only effect, or effect the other way, or a change in a side signal; inactive = no such curve, though single readings can be large or run the other way; the % refers to the signal ratio; also: potency is read from the fitted curve at half-maximal effect; % is scaled to controls: 0 for no effect and ±100 for the full control effect
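TR-FRET between His-tagged MBNL1 and biotin-(CUG)12 RNA, detected with Tb anti-His antibody (0.055 ng/ul) and streptavidin-XL665 (5 nM), 60 min at room temperature. Compounds titrated 92 nM to 58 uM; 665/545 nm ratio normalized to buffer and complex controls.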
A-T KAP1 phos – potential ataxia-telangiectasia treatment; […] A-T fibroblasts, KAP-1 phosphorylation AlphaLISA; neocarzinostatin DNA damage 30 min before lysis; Potency, µM (doses to about 57.5 µM), for inactives: at the highest dose activation, actives largely listed as activators; 320,000 tested, 0.19% active; also: potency is read from the fitted curve at half-maximal effect; % of control where 0% means no effect; nearly all actives have a fitted effect of over 45% in size
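ATM-like activity read as KAP-1 phosphorylation via AlphaLISA donor/acceptor antibody pairs after lysis and 6 hr at 25C. Cells were ATM-null patient fibroblasts ([…], hTERT), dosed 60 min, then exposed to the DSB inducer NCS for 30 min.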
MLL CXXC-DNA inh – blocks binding of human MLL CXXC domain to DNA; MLL-CXXC / FITC-HOXA9 DNA fluorescence polarization; Q03164; 290,000 tested, 0.037% active; Potency, µM (highest dose often 115 µM), without a hit: at the highest dose activity change, negative = inhibition, usual class: inhibitors; active = well fitted inhibition curve with a large enough effect in the polarisation, with a control signal flat, not every such curve was filed as active; inconclusive = small, poorly fitted or top-dose-only effect, or effect the other way, or a change in a side signal; inactive = no such curve, though single readings can be large or run the other way; the % refers to the polarisation; also: potency is read from the fitted curve at half-maximal effect
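Fluorescence polarization: 7 uM MLL-CXXC (stock) preincubated 5 min with compounds, then 50 nM fluorescein-HOX-A9 DNA (stock) added; 30 min ambient. Buffer 50 mM Tris-HCl pH 7.5, 50 mM NaCl, 1 mM DTT, 0.05% BSA.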
TSHR antagonist – antagonists of human thyroid stimulating hormone receptor; P16473; TSHR-expressing cells, TSH-stimulated cAMP HTRF, 2 h; hits give low values; activity change, negative = inhibition, % at 11.5 µM; 330,000 tested, 0.2% active; AID 504810;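 active = activity change below a set negative limit, meaning inhibition stronger than a set level, cut at about -70% in these data; inconclusive = activity change between two set negative limits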; also: % is scaled to controls: 0 for no effect and ±100 for the full control effect
Target sequence (P16473 whole entry, looked up): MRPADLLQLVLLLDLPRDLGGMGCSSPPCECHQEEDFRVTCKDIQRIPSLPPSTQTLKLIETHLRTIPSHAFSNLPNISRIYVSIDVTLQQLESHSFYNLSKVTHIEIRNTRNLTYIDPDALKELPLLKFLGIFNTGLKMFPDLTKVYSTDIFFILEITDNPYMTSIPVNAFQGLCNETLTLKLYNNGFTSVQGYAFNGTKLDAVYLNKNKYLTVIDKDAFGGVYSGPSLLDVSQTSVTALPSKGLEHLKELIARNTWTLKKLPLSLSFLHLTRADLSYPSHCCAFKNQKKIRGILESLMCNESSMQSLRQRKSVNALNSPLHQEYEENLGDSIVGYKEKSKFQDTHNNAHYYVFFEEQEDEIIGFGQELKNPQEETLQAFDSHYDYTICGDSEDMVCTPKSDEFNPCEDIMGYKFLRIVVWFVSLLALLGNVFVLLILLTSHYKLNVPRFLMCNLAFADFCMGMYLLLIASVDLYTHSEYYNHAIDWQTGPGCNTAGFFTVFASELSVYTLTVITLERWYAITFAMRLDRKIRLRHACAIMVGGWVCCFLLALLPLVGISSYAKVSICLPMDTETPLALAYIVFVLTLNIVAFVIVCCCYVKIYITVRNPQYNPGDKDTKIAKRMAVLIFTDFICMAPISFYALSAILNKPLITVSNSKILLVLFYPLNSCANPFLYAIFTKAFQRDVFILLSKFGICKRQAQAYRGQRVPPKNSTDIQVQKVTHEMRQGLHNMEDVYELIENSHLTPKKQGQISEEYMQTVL
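Cell-based HTRF cAMP assay; TSHR cells + compound, TSH EC80 (4nM final), 2 h, 37 deg C. Lysis with anti-cAMP cryptate and cAMP-d2, 30 min RT, read 665/620 nm.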
TSG101-PTAP inh – blocks PTAP/TSG101 interaction to inhibit HIV-1 budding; Potency, µM (series often up to 115 µM), for the others: at the top dose activity change, negative = inhibition, actives largely listed as inhibitors; Fluorescence polarization, FITC-PTAP peptide / Tsg101 binding; 340,000 tested, under 10 active; active = well fitted inhibition curve with a large enough effect in the main read-out, with a control signal flat, not every such curve was filed as active; inconclusive = small, poorly fitted or top-dose-only effect, or effect the other way, or a change in a side signal; inactive = no such curve, though single readings can be large or run the other way; also: potency is read from the fitted curve at half-maximal effect; % of control where 0% means no effect
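Fluorescence anisotropy tracks displacement of a FITC-tagged PTAP peptide (50 nM) from the Tsg101 binding domain (10 uM), following a 20 min room-temperature incubation at pH 7.5.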
Menin MLL FP TR – menin-MLL binding inhibition, Texas Red mutant peptide; O00255; Menin + Texas Red MLL mutant peptide, fluorescence polarization; Potency, µM (titrated, usually from 61.6 µM), inactives show at the highest dose FP activity change, negative = inhibition, most hits filed as inhibitors; 270,000 tested, 0.23% active; active = well fitted inhibition curve with a large enough effect in the polarisation, with a control signal flat, not every such curve was filed as active; inconclusive = small, poorly fitted or top-dose-only effect, or effect the other way, or a change in a side signal; inactive = no such curve, though single readings can be large or run the other way; the % refers to the polarisation; also: potency is read from the fitted curve at half-maximal effect; % of control where 0% means no effect; many of its hits are not listed in these tables
* = called active by the depositor; ? = inconclusive; nt = not tested or not shown; [ ] = remark or other dose. Unless noted, calls follow the shape of the dose curve; as a rule, active = well fitted curve in the direction sought with a large enough effect; inconclusive = small, poorly fitted or top-dose-only effect, or another doubt; inactive = no such curve, though single readings can be large; an effect the other way counts as inactive or inconclusive. An excerpt; count on the stated rates, not on these rows.

Structure,ASM inhibitor,TCR activator,Integrin act MD,Mito fusion yeast,MBNL1 CUG block,A-T KAP1 phos,MLL CXXC-DNA inh,TSHR antagonist,TSG101-PTAP inh,Menin MLL FP TR
O=C(C(Sc1ccccc1)c1ccccc1)N1CCOCC1 (configuration not stated),4%,3%[46.1 µM],-19%,2%,-9%,5%,10%,-9,-2%,-6%
CN(C)c1ccc(NC(=O)CN2C3CCCC2CC(NC(=O)c2ccccc2)C3)cc1 (configuration not stated),2%,3%,-8%,-6%,-2%,-3%,5%,4,-3%,-15%
O=C(NCC(c1cccnc1)N1CCOCC1)Nc1ccccc1 (configuration not stated),7%,-5%,7%,0%,5%,3%,-9%,3,-5%,-2%
O=S(=O)(NCC1CCCO1)c1ccc(S(=O)(=O)N2CCCC2)cc1 (configuration not stated),1%,7%,10%,-1%,1%,1%,-1%,2,-5%,-11%
COc1cccc(NC(=O)C2C3C=CC4(O3)C2C(=O)N(C(C)C)C4C(=O)NC2CCCCC2C)c1 (configuration not stated),-1%,-8%,-4%,0%,-10%,-4%,2%,-1,-5%,13%
C=CCSc1nc(-c2ccc(OC)cc2)c(C#N)c(=O)n1CC=C,-1%,1%,-39%,3%,18%,1%,-5%,-13,0%,-2%
CN(c1ccc(C(=O)NCc2ccncc2)cc1)S(=O)(=O)c1ccc(Cl)cc1,-1%,-331%,8%,-2%,-6%,4%,7%,13,-5%,7%
Cc1c(Cl)cccc1NC(=O)CNC(=O)c1cn(-c2ccccc2)nc1-c1cccnc1,-7%,6%,-24%,-3%,nt,-6%,nt,-10,4%,nt
CCOC(=O)c1oc2ccccc2c1COC(=O)CNC(=O)c1ccccc1,-1%,4%,26%,2%,-2%,9%,14%,1,-2%,nt
CC(C)C[C@@H](CNCC(=O)[C@H](Cc1c[nH]c2ccccc12)NC(=O)c1[nH]cnc1C(=O)N[C@@H](C)CN)NC(=O)c1nc[nH]c1C(=O)N[C@@H](CC(=O)O)C(=O)O,9%,-7%,-5%,nt,nt,nt,nt,nt,-1%,nt
CCOc1ccc(NC(=O)c2ccc(NC(=O)C3CCCO3)cc2)cc1 (configuration not stated),21%,4%,0%,-6%,2%,2%,-1%,-2,-2%,20%
COc1cc(/C=C/C(=O)O[C@H]2[C@H](O[C@@H]3O[C@@H](C)[C@H](O)[C@@H](O)[C@H]3O)[C@@H](O)[C@H](OCCc3ccc(O)c(OC)c3)O[C@@H]2CO)ccc1O,40%[activator],9%,13%,nt,nt,-2%,nt,8,-3%,nt
Cc1c(NC(=O)Nc2cccc(C(F)(F)F)c2)c(=O)n(-c2ccccc2)n1C,0%,3%,8%,-1%,-4%,41%,12%,-3,nt,nt
CCN(CC)S(=O)(=O)c1ccc(-c2nnc(SCC(=O)Nc3nnc(C)s3)n2CC)cc1,-1%,-24%,?,0%,-10%,6%,6%,-3,-7%,0%
Cc1cccc(N2CCN(C(=O)N3CCCCC3)CC2)c1C,3%,1%,25%,-1%,-1%,0%,2%,-2,0%,?
O=C(CCN1CCCCC1=O)NC1CCCc2c1cnn2-c1ccccc1F (configuration not stated),1%,-1%,-1%,-5%,2%,5%,7%,-6,-4%,8%
Cc1[nH]c2ccccc2c1C(=O)/C=C/c1ccccc1,-9%,8%,-12%,-4%,9%,-11%,?,-21,1%,?
Cc1cccn2c(=O)c3cc(C(=O)NC(C)C)c(=N)n(Cc4ccncc4)c3nc12,186%[activator],7%,18%,3%,?,9%,2%,-2,1%,14%
CCOC(=O)c1cnc2c(Cl)cccc2c1NCCN(C)C,2%,-5%,-15%,2%,3%,nt,-12%,6,-2%,-7%
CCOC(=O)c1nn(-c2ccc(F)cc2)c(=O)c2c(N)scc12,-3%,-7%,13%,-29%,3%,-2%,-8%,17,1%,?
COc1cc(/C=C/C(=O)O)ccc1OCc1cnc(Cl)s1,-4%,1%,-8%,-2%,-3%,4%,-28%,0,-1%,-3%
COc1ccc(Cn2nnnc2C(c2ccccn2)N2CCN(c3cc(Cl)ccc3C)CC2)cc1 (configuration not stated),-4%,8%,21%,?,-7%,5%,3%,-93*,-5%,-4%
Cc1sc(NC(=O)c2ccc(Br)s2)c(C(N)=O)c1C,26%,nt,7%[7.66 µM],9%,33%[activator],4%,4%,-19,-9%,nt
COc1cccc(Nc2ncc(C#N)c(N)n2)c1,-1%,10%,20%,-2%,8%,7%,2%,-1,-1%,nt
CCCn1c(C2CC(=O)N(c3cc(OC)ccc3OC)C2)nc2ccccc21 (configuration not stated),4%,-9%,5%,-9%,0%,3%,-3%,7,-4%,6%

An excerpt from above with just A-T KAP1 phos, TSG101-PTAP inh and TCR activator:
molecule	A-T KAP1 phos	TSG101-PTAP inh	TCR activator
COc1cc(/C=C/C(=O)O)ccc1OCc1cnc(Cl)s1	4%	-1%	1%
COc1ccc(Cn2nnnc2C(c2ccccn2)N2CCN(c3cc(Cl)ccc3C)CC2)cc1 (configuration not stated)	5%	-5%	8%
Cc1sc(NC(=O)c2ccc(Br)s2)c(C(N)=O)c1C	4%	-9%	nt
COc1cccc(Nc2ncc(C#N)c(N)n2)c1	7%	-1%	10%

Next part:
Structure,ASM inhibitor,TCR activator,Integrin act MD,Mito fusion yeast,MBNL1 CUG block,A-T KAP1 phos,MLL CXXC-DNA inh,TSHR antagonist,TSG101-PTAP inh,Menin MLL FP TR
O=C(Nc1ccccc1)c1ccc2c(c1)OCCCO2,1%,-6%,-12%,-6%,6%,2%,?,-1,-6%,13%
Cc1cc(N2CCN(c3ccc(F)cc3)CC2)nc2cc(O)ccc12,66%[activator],5%,23%,6%,0%,3%,3%,5,-1%,1%
Cc1cc(C(=O)NNC(=O)c2ccc(C)s2)c(C)o1,-3%,0%,-12%,-3%,nt,12%,nt,3,-8%,nt
Cc1ccc(NC(=O)Cn2nnc(-c3ccccc3NC(=O)c3cccs3)n2)cc1,-3%,0%,-28%,5%,-3%,2%,?,1,-1%,nt
CCN(CC)CCOC(=O)/C=C/c1ccccc1OC,2%,-6%[46.1 µM],2%,1%,nt,-3%,0%,17,-1%,1%
CCOC(=O)c1sc(NNC(=O)c2ccc(C)cc2)nc1C,5%,-2%,-28%,3%,-5%,0%,7%,4,-3%,nt
Cc1ccc(Cl)cc1NC(=O)CSC(N)=O,-4%,6%,6%,-14%,-4%,-11%,-3%,-3,-2%,17%
CCc1noc(C)c1C(=O)Nc1nc(-c2ccc(Cl)cc2Cl)cs1,-9%,4%[46.1 µM],-12%,11%,nt,2%,-1%,-14,1%,3%
Cc1ccc(NC(=O)NCCCN2CCOCC2)cc1,-1%,-1%,-6%,-1%,-1%,4%,6%,-2,0%,-1%
Cc1cc(C)c(OCC(O)CN2CCN(c3ccccn3)CC2)c(C)c1 (configuration not stated),-1%,-10%,0%,0%,1%,1%,5%,8,-3%,?
CCOc1ccccc1NC(=S)C(=C([O-])c1ccc2c(c1)OCCO2)[n+]1ccc(CC)cc1,-11%,-5%,-30%,nt,nt,nt,nt,nt,4%,nt
COc1ccc(N(CCC#N)S(=O)(=O)c2cccc3nsnc23)cc1,5%,2%,9%,-4%,?,-12%,16%,7,-12%,-11%
C=CCn1c(SCC(=O)NC2CC2)nnc1-c1cccs1,3%,-4%,-34%,1%,2%,0%,11%,1,-2%,nt
O=C(Nc1ccc(F)cc1)c1cc2cc(Cl)ccc2[nH]1,5%,-6%,5%,-1%,88%[activator],0%,1%,17,-4%,?
O=C(N/N=C/c1cccc(O)c1)c1ccc(COc2cccc3cccnc23)cc1,0%,4%,-35%,-1%,nt,1%,11%,-7,-2%,-15%

Part of the list above, with values under each structure.
Value order – ASM inhibitor	TCR activator	Integrin act MD	Mito fusion yeast	MBNL1 CUG block	A-T KAP1 phos	MLL CXXC-DNA inh	TSHR antagonist	TSG101-PTAP inh	Menin MLL FP TR
CCOC(=O)c1sc(NNC(=O)c2ccc(C)cc2)nc1C
→ 5%	-2%	-28%	3%	-5%	0%	7%	4	-3%	nt
Cc1ccc(Cl)cc1NC(=O)CSC(N)=O
→ -4%	6%	6%	-14%	-4%	-11%	-3%	-3	-2%	17%
